Screening data from PubChem BioAssay.
GBA activity up: enhancers of human beta-glucosidase activity in Gaucher fibroblasts | L444P Gaucher fibroblasts, 4-MU-glucoside fluorescence, 3 days | activation, % at 10 µM | hit rate 0.44% among 30,000; in the data active = activation above about 65%;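 note: 0% = vehicle wells and 100% = positive control wells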
Target sequence (P04062 whole entry L483P): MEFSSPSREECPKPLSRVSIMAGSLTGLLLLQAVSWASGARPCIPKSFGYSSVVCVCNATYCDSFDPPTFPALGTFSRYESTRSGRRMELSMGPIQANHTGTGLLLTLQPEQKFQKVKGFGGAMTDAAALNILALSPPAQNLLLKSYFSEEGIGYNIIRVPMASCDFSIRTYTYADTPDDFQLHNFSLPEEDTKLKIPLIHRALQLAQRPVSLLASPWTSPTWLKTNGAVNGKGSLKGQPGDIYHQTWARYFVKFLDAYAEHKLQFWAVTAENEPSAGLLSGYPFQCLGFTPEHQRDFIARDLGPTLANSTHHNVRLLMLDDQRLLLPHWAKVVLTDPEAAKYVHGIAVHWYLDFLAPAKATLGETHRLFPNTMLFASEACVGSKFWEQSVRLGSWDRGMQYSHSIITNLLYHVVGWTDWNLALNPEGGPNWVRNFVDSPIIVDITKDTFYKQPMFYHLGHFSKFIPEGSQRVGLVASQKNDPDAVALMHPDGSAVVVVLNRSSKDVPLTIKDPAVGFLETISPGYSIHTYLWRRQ
Starred values were filed as active, the others as inactive. This is a subset; count on the stated rates, not on these rows.

SMILES	GBA activity up
O=C(NCC1CCCO1)C1CCCN(S(=O)(=O)c2cccc3nsnc23)C1 (stereo unspecified)	-2.7
Cc1ccc(Nc2cc(C)nc3nnnn23)cc1	8.6
NC(=O)C1(N2CCCCC2)CCN(CC(=O)Nc2ccc(Oc3ccccc3)cc2)CC1	-17.9
CCCC(=O)Nc1ccc(Cl)c(NC(=O)CC)c1	-9.1
O=C(CCN1C(=O)C2CC=C(Cl)CC2C1=O)Nc1ccccc1O (stereo unspecified)	0.5
COc1ccc(-c2nnc(SCc3ncc(-c4ccccc4)o3)o2)cc1	-17.0
CN1C(=O)C(O)(c2sc(N)nc2-c2ccccc2)c2ccccc21 (stereo unspecified)	-3.0
FC(F)(F)c1cc(-c2ccco2)nc(-n2nnc3ccccc32)n1	-5.5
O=C(CCCNS(=O)(=O)c1ccccc1)NCc1ccco1	-14.5
CCOC(=O)CSC1=C(C#N)C(c2ccc(C)s2)CC(=O)N1 (stereo unspecified)	-19.6
Cc1ccc(CS(=O)(=O)CCC(=O)NCCCN2CCCC2=O)cc1	14.7
CCN1CCc2c(sc(N)c2C#N)C1	20.2
CC(=O)NC(CC(=O)NCC(c1ccco1)N(C)C)c1ccccc1 (stereo unspecified)	-22.7
Cc1ccc(-c2[nH]nc3c2C(c2cccnc2)C(C#N)=C(N)O3)cc1 (stereo unspecified)	-9.0
CC(=O)Nc1cccc(N(C)C)c1	-39.8
COC(=O)c1ccc(NC(=O)CCNS(=O)(=O)c2cccc3nonc23)cc1	-27.8
COc1ccc(S(=O)(=O)n2cnc3cc(C)c(C)cc32)cc1	-14.8
CCOc1ccccc1C(=O)Nc1ccc(S(=O)(=O)N2CCOCC2)cc1	1.1
Nc1ccn(-c2ccc(Cl)cc2)c(=O)c1	-11.8
O=C(COC(=O)CCN1C(=O)c2ccccc2C1=O)Nc1ccc(S(=O)(=O)N2CCCC2)cc1	-13.0

An excerpt from above in order of SMILES length, rising.
SMILES	GBA activity up
Nc1ccn(-c2ccc(Cl)cc2)c(=O)c1	-11.8
COc1ccc(S(=O)(=O)n2cnc3cc(C)c(C)cc32)cc1	-14.8
Cc1ccc(-c2[nH]nc3c2C(c2cccnc2)C(C#N)=C(N)O3)cc1 (stereo unspecified)	-9.0

The listing continues:
SMILES	GBA activity up
O=C1NCC(O)=C1C=NCCCO	-15.8
Cc1cc(C(=O)Nc2sc3c(c2C#N)CCC(C)C3)no1 (stereo unspecified)	-9.9
C=CCSc1nnc2c(n1)OC=Nc1ccccc1-2	-7.5
c1ccc(CCN2CN=C(Nc3nc4ccccc4o3)NC2)cc1	-3.4
CC(Oc1cccc(Cl)c1)C(=O)Nc1cc(=O)n(C)c(=O)n1C (stereo unspecified)	-4.8
CCn1c(=O)cc(O)c2ccccc21	-11.1
Cc1ccc(-c2nc3ncccn3c2Nc2ccc3c(c2)OCO3)o1	-3.7
Cn1c(CNc2cccc(Cl)c2)nnc1SCC(=O)OC1CCCCC1	3.4
COc1ccc(NC(=O)c2cc3n(n2)C(C(F)(F)F)CC(c2ccc4c(c2)OCO4)N3)cc1OC (stereo unspecified)	-26.1
COc1ccc(CC(CC(=O)O)C(=O)Nc2ccc(OC)cc2)cc1 (stereo unspecified)	1.9
Cc1c(NC(=O)COC(=O)Cc2ccc(Cl)cc2)c(=O)n(-c2ccccc2)n1C	-4.3
O=C(O)CCC(=O)OC1CC2CCC1C2 (stereo unspecified)	-8.7
O=C(CNS(=O)(=O)c1cccs1)N1CCCC1	17.8
CCOC(=O)N1CCN(C(=O)CN2C(=O)COc3ccc(C(C)(C)C)cc32)CC1	-3.5
CCOC(=O)c1nc2ccccc2s1	3.5
CC(=O)N1CCN(c2ccccc2NC(=O)COc2cc(C)ccc2C(C)C)CC1	-28.9
O=C(C1CCCN1S(=O)(=O)c1cccc2cccnc12)N1CCN(c2ccccc2)CC1 (stereo unspecified)	-4.8
COc1ccc(-c2nc3nc(C)c(Cc4ccccc4)c(=O)n3[nH]2)cc1	11.1
CC(=O)Nc1ccc2nc(-c3cccs3)[nH]c2c1	3.8
CC(C)C(OC(=O)c1cc2occc2n1C)C(=O)NCc1ccc2c(c1)OCO2 (stereo unspecified)	-18.6
O=C(c1cnc(N2CCN(c3ncccn3)CC2)c2ccccc12)N1CCN(c2ncccn2)CC1	24.0
Cc1cc(NS(=O)(=O)c2ccc(-c3ccccc3)cc2)no1	-54.2
N#Cc1c(N)oc(-c2cccs2)c1-c1cccs1	-26.4
CCOC(=O)c1cc2sccc2n1CC(=O)Nc1ccc(OC)cc1OC	-16.1
COc1cc(-c2nc(-c3ccc(Br)o3)no2)cc(OC)c1OC	7.5
CN(CC(=O)Nc1ccc(F)c(F)c1F)c1cnccn1	-37.0
NC(=O)C1CCN(C(=O)CSc2ccccn2)CC1	1.1
O=C(Nc1nc(-c2nc3ccccc3s2)cs1)c1ccco1	-16.5
Cc1ccccc1Cn1ccc(NC(=O)CCSc2nc(-c3ccco3)cc(C(F)(F)F)n2)n1	-16.2
COc1ccc(OC)c(S(=O)(=O)N(C)CC(=O)O)c1	-21.4
COCCN1Cc2c(sc(C)c2C)N(C(=O)c2ccccc2)C1	-1.2
C=CCn1c(SCC(=O)NC2CCCCC2)nnc1-c1sc(N)nc1C	-6.2
COc1cc(-c2nc(-c3ccc(C)nc3OC)no2)cc(OC)c1OC	-14.8
N#CC1=C(N)Oc2cc(N)ccc2C1C1CCCCC1 (stereo unspecified)	-21.0
CC1(C)CC(=O)C(C=NC(CCC(N)=O)C(=O)O)=C(O)C1 (stereo unspecified)	-8.9
CCC(=O)NCCCOc1ccccc1	-19.9
COc1ccccc1NS(=O)(=O)c1ccc(Cl)cc1	-9.0
Cc1nc(C(C)(C)O)n(-c2ccccc2)n1	-26.8
COc1ccccc1Nc1nc(N)nc(CSc2nccc(C)n2)n1	-22.9
CC(=O)C1C(c2cccc(Oc3ccccc3)c2)NC(=O)NC1(O)C(F)(F)F (stereo unspecified)	-14.1
Cc1cc2n(c1)CCn1c(C)ccc1-2	-11.7
Nc1c(C(=O)N2CCCCC2)sc(=S)n1-c1ccccc1	4.2
Nc1nc2ccc(OC(F)(F)F)cc2s1	-29.0
O=C(Nc1cccc(F)c1)NC1CC2CCCC(C1)N2C1CC1 (stereo unspecified)	13.8
C=CCc1cccc2cc(C(=O)NC)c(=O)oc12	-51.3
O=S(=O)(c1ccccc1C(F)(F)F)N1CCOCC1	13.3
CCc1ccc(NC(=O)c2cnc3scc(C)n3c2=O)cc1	7.0
Cc1ccc(O)c(NC(=O)COc2cc(C)ccc2C)c1	-7.7
O=C(c1cccn2c(=O)c3ccc(Cl)cc3nc12)N1CCN(Cc2ccc3c(c2)OCO3)CC1	8.1
CCCCN(C)CCCNC(=O)Cn1c(=O)sc2ccccc21	-71.2
Cc1csc2ncc(C(=O)NC(C)c3ccccc3)c(=O)n12 (stereo unspecified)	-15.6
COc1cccc(-n2nnnc2SCC(=O)Nc2cccc(C)n2)c1	-36.7
O=C(NCCS(=O)CCNC(=O)C(F)(F)F)C(F)(F)F	-3.8
Cc1cccc2c(=O)cc(C)n(CC(=O)N3CCCCC3)c12	15.1
CC(C)CC(=O)N(c1ccc(F)cc1)C1C=CS(=O)(=O)C1 (stereo unspecified)	9.3
CCc1cccc2c(C#N)cn(CC(=O)NCCOC)c12	1.1
Cn1nnc2cc(C(=O)NCCC3=CCCCC3)ccc21	-16.5
CCCN(CCC)CCCNC(=O)CC1Nc2ccccc2NC1=O (stereo unspecified)	2.9
Cc1ccc(S(=O)(=O)N2CCC(C(=O)OCC(=O)N3CC(=O)Nc4ccccc43)CC2)cc1	-18.1
Cc1c(Cl)cccc1N(CC(=O)O)S(C)(=O)=O	87.6*

Remaining list, next part
SMILES	GBA activity up
CC(C)(C)c1nnc2sc(SCC(=O)c3cccs3)nn2c1=O	5.3
COc1ccccc1N1CCN(C(=O)CSc2nc(-c3ccco3)cc(C(F)(F)F)n2)CC1	3.1
COc1cc(C2=NOC(C(=O)N3CCCc4ccccc43)C2)cc(OC)c1OC (stereo unspecified)	5.4
CC(C)(O)/C=C1/Oc2ccccc2C1N1CCCCC1 (stereo unspecified)	-18.3
COc1ccccc1-n1cnc2cc(NC(C)=O)ccc21	-0.6
Cc1c(C)[n+](=O)c2c(n1[O-])CCCCC2	-0.1
Cc1ccc(Cl)c(OCC(=O)Nc2ccc3c(c2)OCCO3)c1	-1.0
O=C(CC(C(=O)O)C1CCCO1)NCCc1ccc2c(c1)OCO2 (stereo unspecified)	35.2
C=CCn1c(SCC(=O)Nc2ccc3c(c2)CCC3)nnc1-c1cccs1	7.1
O=C(COC(=O)CCC(=O)c1cccs1)NCc1ccco1	-14.9
Cc1nc2c([nH]1)C1(CCN(Cc3ccccc3)CC1)C(C#N)=C(N)O2	-1.5
O=C(NCc1cccs1)C1CCN(S(=O)(=O)c2ccc(Br)s2)CC1	-9.1
O=C(NCCc1ccccc1)c1nc2c(nnn2Cc2ccccc2Cl)c(=O)[nH]1	46.0
O=S(=O)(c1ccccc1)N1CCN(c2ncnc3sc(-c4ccccc4)cc23)CC1	-21.7
O=C(NC1CCCCC1)C1c2ccccc2C(=O)N1Cc1ccco1 (stereo unspecified)	-18.7
CCN(CC)S(=O)(=O)c1ccc2oc(C(=O)Nc3ccc(OC)cc3OC)c(C)c2c1	8.4
Cc1c(NC(=O)CN2C(=O)c3ccccc3S2(=O)=O)c(=O)n(-c2ccccc2)n1C	-21.8
CCOC(=O)Nc1ccc(S(=O)(=O)N2CCOCC2)cc1	-6.9
CCOc1ccc(N(CC)S(=O)(=O)c2ccc3c(c2)oc(=O)n3C)cc1	-0.7
Cc1nc2oc3c(NCc4ccccn4)ncnc3c2c2c1COC(C)(C)C2	-41.5
CCN(CC)C(=O)CN(c1ccc(F)c(Cl)c1)S(C)(=O)=O	-45.1
COC(=O)c1cc(Br)c(=O)n(CCN2CCCCC2)c1	9.2
COC(=O)C(NC(=O)C(NC(=O)c1ccccc1)C(C)C)C(C)C (stereo unspecified)	-21.9
CCS(=O)(=O)N1CCC(C(=O)NCCCOC)CC1	-35.3
COc1ccc(CCNc2nc(N3CCOCC3)nc(N3CCOCC3)n2)cc1OC	-42.4
O=c1c2ccccc2nc2n1CCCCC2	-12.4
COCCn1nnnc1C(c1ccc(O)c(OC)c1)N1CCc2ccccc2C1 (stereo unspecified)	-0.2
Cc1cc(=O)oc(C)c1C(=O)NCCC(C)C	-51.4
CCCc1[nH]nc2c1C(c1ccc(Br)s1)C(C#N)=C(N)O2 (stereo unspecified)	-15.9
O=S(=O)(NCC1CCN(S(=O)(=O)c2ccccc2)CC1)c1ccccc1	-42.4
COC(=O)c1cc(OC)c(OC)cc1NC(=O)c1ccc(Br)o1	4.5
Cc1ccc2c(c1)nnn2C1CCN(S(C)(=O)=O)CC1	-31.6
CCOc1ccc(C(=O)N2CCCC2C(=O)O)cc1 (stereo unspecified)	-45.0
CCCCNC(=O)c1ccc2c(c1)N(CC)C(=O)CS2	-3.5
CCOc1cc2[nH]c(=O)n(CC3CCC(C(=O)NC4CCCCC4)CC3)c(=O)c2cc1OCC (stereo unspecified)	5.5
NC(=O)c1ccccc1NS(=O)(=O)c1cccs1	-9.1
Cc1cn2c(nc1=O)OC1C(O)C(COC(=O)c3ccccc3)OC12 (stereo unspecified)	-14.3
C=CCn1c(CC(=O)OC)csc1=Nc1ccc(C(C)=O)cc1	-8.0
Cc1ccc2oc(=O)n(CCCOc3ccccc3)c2c1	18.7
Cc1ccc(N(CC(=O)N2CCN(c3ccc(F)cc3)CC2)S(=O)(=O)c2c(C)nn(C)c2C)cc1	-15.6

Another view of some results above:
Cc1ccc2c(c1)nnn2C1CCN(S(C)(=O)=O)CC1
  GBA activity up: -31.6

CCCc1[nH]nc2c1C(c1ccc(Br)s1)C(C#N)=C(N)O2 (stereo unspecified)
  GBA activity up: -15.9

CCS(=O)(=O)N1CCC(C(=O)NCCCOC)CC1
  GBA activity up: -35.3

Remaining list, next part.
SMILES	GBA activity up
CCOC(=O)Cn1cc(C(=O)OC)c2ccccc21	-5.4
O=C(CN1CCN(C(=O)c2cccs2)CC1)NC1CCCCC1	-23.4
CCOc1cc(C)c(Cl)cc1S(=O)(=O)N(CC)CC	-39.9
COc1ccc(C(=O)CN2C3=NCCCN3c3ccccc32)cc1OC	-8.1
O=C(NCc1ccco1)c1ccc2c(=O)n(CC3CCCO3)c(=S)[nH]c2c1 (stereo unspecified)	-16.8
Cc1nc2ccccc2c(=O)n1NC(=O)Nc1ccccc1	-6.0
CN(CC(=O)NCC1CCCO1)S(=O)(=O)c1cc(Cl)ccc1Cl (stereo unspecified)	-24.3
CC(N=c1ccccn1C(=O)Nc1ccc(Cl)cc1)c1ccco1 (stereo unspecified)	-5.0
CCN1CCN(Cc2ccc(NC(=O)Nc3ccc(SC)cc3)cc2)CC1	-72.7
Cc1ccccc1CSc1nnc(C)n1N	7.6
CS(=O)(=O)N1CCCC(C(=O)N2CCOCC2)C1 (stereo unspecified)	-8.8
CCn1c(SCC(=O)Nc2ccccc2N2CCCCC2)nc2c1c(=O)n(C)c(=O)n2C	-6.5
CC1CC(=O)c2cnc(NCc3ccco3)nc2C1 (stereo unspecified)	-7.8
COc1ccc(-n2c(COc3cccc(C)c3)nnc2SCC(=O)NCc2ccco2)cc1	1.5
CCN(C(=O)COc1cc(=O)n(CC)c2ccccc12)c1cccc(Cl)c1	-19.5
Cc1c(C)n(C(=O)CSc2ncn[nH]2)c2ccccc12	-6.5
CS(=O)(=O)N1CCC(C(=O)Nc2ccc(F)cc2F)CC1	-2.8
Cc1cccc(NCN2C(=O)c3ccncc3C2=O)n1	1.4
Nc1n[nH]c2c1C1(CCCCC1)Cc1ccccc1-2	-7.8

Quoted at random: two entries already listed.
SMILES	GBA activity up
Cc1ccccc1CSc1nnc(C)n1N	7.6
CCOc1cc(C)c(Cl)cc1S(=O)(=O)N(CC)CC	-39.9

Copied from the list:
GBA activity up result of CCCC(=O)Nc1ccc(Cl)c(NC(=O)CC)c1 is entered as -9.1
GBA activity up result of Cc1cccc(NCN2C(=O)c3ccncc3C2=O)n1 is entered as 1.4
GBA activity up result of CCN1CCN(Cc2ccc(NC(=O)Nc3ccc(SC)cc3)cc2)CC1 is entered as -72.7
GBA activity up result of COc1cccc(-n2nnnc2SCC(=O)Nc2cccc(C)n2)c1 is entered as -36.7
GBA activity up result of Cn1nnc2cc(C(=O)NCCC3=CCCCC3)ccc21 is entered as -16.5
GBA activity up result of Cc1cc(NS(=O)(=O)c2ccc(-c3ccccc3)cc2)no1 is entered as -54.2
GBA activity up result of COc1ccc(-c2nnc(SCc3ncc(-c4ccccc4)o3)o2)cc1 is entered as -17.0
